GLP-1R inv ag: qHTS of GLP-1 Receptor Inverse Agonists (Inhibition Mode). AID 624417, 2012. HEK293 GLP-1R CRE-luciferase, luminescence, 24 h; GLP-1R form is constitutively active. Potency, µM (series often up to 38.3 µM), inactives show at the highest dose activity change, negative = inhibition, actives largely listed as inhibitors. 410,000 compounds, 1.6% hits; further: potency means the concentration at half of the fitted maximal effect; on the % scale 0 is the no-effect control and ±100 the full control effect; nearly all actives have a fitted effect of over 55% in size
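Constitutively active GLP-1R drives a cAMP-responsive luciferase in stably transfected HEK293 cells; test compounds are added after overnight (12 h) attachment and left 24 hr, and signal loss in luminescence marks inhibition.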
WRN inhibitor: qHTS for Inhibitors of WRN Helicase | 360,000 compounds, 0.46% hits | Potency, µM (titrated, usually from 114 µM), inactives show at the highest dose activity change, negative = inhibition, actives largely listed as inhibitors | Bifunctional 3'-5' exonuclease/ATP-dependent helicase WRN (Homo sapiens), Q14191 | WRN helicase unwinding, fluorescent forked duplex, kinetic; further: potency means the concentration at half of the fitted maximal effect; on the % scale 0 is the no-effect control and ±100 the full control effect; nearly all actives have a fitted effect of over 55% in size
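WRN at 20 nM final was preincubated with compound for 15 min at room temperature; reaction started with 100 nM forked duplex oligonucleotide carrying fluorophore and quencher plus 2 mM ATP (final). Unwinding followed kinetically by red fluorescence (ex 525/em 598 nm).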
DRD3 antagonist: qHTS of D3 Dopamine Receptor Antagonist: qHTS | D(3) dopamine receptor (Homo sapiens), P35462 | D3R cells, DiscoveRx beta-arrestin luminescence, antagonist mode; stronger effect = lower value | max response, negative = inhibition, % | 360,000 compounds, 2.5% hits; in the data active means max response below about -50%; inconclusive means no clear call, values can overlap the other calls; further: on the % scale 0 is the no-effect control and ±100 the full control effect; mostly tested at two doses, the higher about 12 µM
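Cells expressing the human receptor were seeded at 1500 cells/well, incubated overnight at 37 degrees C in 5% CO2, then exposed to library compounds with dopamine controls for 90 minutes at 37 degrees C before luminescent detection.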
PLK1 PBD inh: qHTS for Inhibitors of PLK1-PDB (polo-like kinase 1 - polo-box domain): Primary Screen; Serine/threonine-protein kinase PLK1 (Homo sapiens), P53350; Plk1 PBD binding of FITC phosphopeptide, fluorescence polarization; Potency, µM, without a hit: max response, negative = inhibition, hits mostly inhibitors; 360,000 compounds, 2.8% hits; AID 720504, 2013; further: potency means the concentration at half of the fitted maximal effect; series mostly up to about 57 µM; on the % scale 0 is the no-effect control and ±100 the full control effect; nearly all actives have a fitted effect of over 65% in size
Target sequence (P53350 whole entry, looked up, the tested form may be a part): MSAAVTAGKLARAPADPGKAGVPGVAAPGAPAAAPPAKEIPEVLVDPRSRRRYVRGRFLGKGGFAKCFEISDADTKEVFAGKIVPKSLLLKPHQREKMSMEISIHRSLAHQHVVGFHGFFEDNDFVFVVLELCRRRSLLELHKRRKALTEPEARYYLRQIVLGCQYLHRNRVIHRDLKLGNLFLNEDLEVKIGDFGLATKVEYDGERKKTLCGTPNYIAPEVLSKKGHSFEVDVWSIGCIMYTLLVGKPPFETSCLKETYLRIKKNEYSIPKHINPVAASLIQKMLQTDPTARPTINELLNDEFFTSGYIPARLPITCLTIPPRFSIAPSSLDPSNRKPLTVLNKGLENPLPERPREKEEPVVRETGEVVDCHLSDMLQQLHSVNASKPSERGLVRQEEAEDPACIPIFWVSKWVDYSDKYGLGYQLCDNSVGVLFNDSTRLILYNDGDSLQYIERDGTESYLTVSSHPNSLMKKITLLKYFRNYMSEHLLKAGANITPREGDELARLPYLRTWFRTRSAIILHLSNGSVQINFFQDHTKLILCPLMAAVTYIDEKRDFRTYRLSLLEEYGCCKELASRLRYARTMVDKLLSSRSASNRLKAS
GLP1R ag: qHTS of GLP-1 Receptor Agonists. HEK293 GLP-1R CRE-luciferase, luminescence, 4-6 h; cells express a hypersensitive GLP-1R form. Potency, µM (titrated, usually from 45.6 µM), without a hit: top-dose activation, usual class: activators. 380,000 compounds, 0.007% hits; further: potency means the concentration at half of the fitted maximal effect; % of control where 0% means no effect
GLP1R cytotox: qHTS of GLP-1 Receptor Inverse Agonists: Cytotox Screen. HEK293 cAMP-luciferase reporter cells, luminescence, 24 h. Potency, µM (titrated, usually from 38.3 µM), for inactives: top-dose activity change, negative = inhibition, actives largely listed as inhibitors. 410,000 compounds, 0.13% hits. AID 624418, 2012;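 further: loss of luciferase light is scored as toxicity; potency means the concentration at half of the fitted maximal effect; on the % scale 0 is the no-effect control and ±100 the full control effect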
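MLSMR compounds, 24 hr on cells at 37 deg C/5% CO2; luminescence after luciferase reagent (12 min RT). Inhibition counted as the undesired cytotoxic outcome.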
DRD3 agonist: qHTS of D3 Dopamine Receptor Agonist: qHTS. AID 652048, 2013. 410,000 compounds, 0.58% hits. D(3) dopamine receptor (Homo sapiens), P35462. max activation, %. D3R DiscoveRx beta-arrestin cells, luminescence, 90 min; in the data active means max activation above about 30%; further: 0% is about no effect; mostly tested at two doses, the higher about 12 µM
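Cells at 1500/well, incubated overnight, then treated with pinned compounds (dopamine as control) for 90 min at 37 degrees C. DiscoveRx reagent added for 30 - 60 minutes at room temperature; luminescence read.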
IL-2 act: qHTS of IL-2 Activators; IL-2 activation reporter assay, cell-based qHTS; stimulated with anti-CD3/CD4/CD28 beads; in transgenic mouse T cells; activation, % (series mostly up to about 46 µM); 360,000 compounds, 0.065% hits; AID 652025, 2013; in the data active means activation above about 50%; inconclusive means mostly about 30% to 49%; further: 0% is about no effect
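EGFP and DsRed fluorescence is measured by plate cytometry in unstimulated transgenic mouse T cells exposed to compound for 60 minutes, then stimulated 18 hours at 37 degrees C with anti-CD3/anti-CD4 beads plus anti-CD28.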
PI5P4Ka inh: qHTS for Inhibitors of phosphatidylinositol 5-phosphate 4-kinase (PI5P4K); Phosphatidylinositol 5-phosphate 4-kinase type-2 alpha (Homo sapiens), P48426; PI5P4Kalpha enzyme, ADP-Glo luminescence, 60 min; stronger effect = lower value; max response, %; 330,000 compounds, 1.2% hits; active means max response of -50% or lower; inconclusive means between -30% and -50%; inactive means -30% or higher; further: value at the top dose of about 77 µM; on the % scale 0 is the no-effect control and ±100 the full control effect
Target sequence (P48426 whole entry, looked up): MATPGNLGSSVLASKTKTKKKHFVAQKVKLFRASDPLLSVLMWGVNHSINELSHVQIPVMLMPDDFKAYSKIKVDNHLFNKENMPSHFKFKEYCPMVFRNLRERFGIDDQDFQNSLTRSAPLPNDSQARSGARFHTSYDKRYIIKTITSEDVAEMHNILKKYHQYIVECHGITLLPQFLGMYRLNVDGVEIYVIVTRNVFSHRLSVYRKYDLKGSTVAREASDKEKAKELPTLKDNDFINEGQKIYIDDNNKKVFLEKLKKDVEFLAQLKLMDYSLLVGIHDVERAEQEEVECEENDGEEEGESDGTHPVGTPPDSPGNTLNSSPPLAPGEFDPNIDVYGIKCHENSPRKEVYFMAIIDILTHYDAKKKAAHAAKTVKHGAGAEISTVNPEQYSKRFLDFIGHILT
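ADP-Glo luminescence end-point after a 60 min room-temperature kinase reaction. PI5P4Kalpha and substrate in HEPES pH 7.4 buffer with EGTA, 0.1% CHAPS and 5% DMSO; ATP at 5 microM final.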
* marks the source's active call; other numbers are inactive results; ? = inconclusive; · = not tested or not shown; & = joins results of further samples; [ ] = remark or other dose. Unless noted, the call rests on the fitted dose curve; in most records, active means well fitted curve in the direction sought with a large enough effect; inconclusive means small, poorly fitted or top-dose-only effect, or another doubt; inactive means no such curve, though single readings can be large; an effect the other way counts as inactive or inconclusive. Rows were taken by chance. Share with any hit: about 7.8%.

SMILES	GLP-1R inv ag	WRN inhibitor	DRD3 antagonist	PLK1 PBD inh	GLP1R ag	GLP1R cytotox	DRD3 agonist	IL-2 act	PI5P4Ka inh
Cc1ccsc1CN(C)Cc1nc(C2CC2)no1	-15%	0%	-2	-7%	20%	2%	4	-2.1	7
CCN(CC)CCCN(C(=O)c1ccc(F)cc1)c1nc(-c2ccc(OC)cc2)cs1	?	-1%	?	-16%	-1%	-29%	-16	-2.8	3
Cc1ccc(-c2nc(-c3ccncc3)no2)c(Cl)c1	-6%	9%	15	2%	-6%	4%	0	-0.2	8
O=C(NC1CCCCC1)C(c1ccc(O)c(O)c1)N(C(=O)Cn1nnc2ccccc21)c1cccc(O)c1 (stereo unspecified)	8%[7.66 µM]	-8%	0	-7%	2%	8%[7.66 µM]	1	3.9	-20
N#CCNC(=O)c1nn2c(C(F)(F)F)cc(-c3ccccc3)nc2c1Br	58%[activator]	3%	17	1%	0%	-1%	0	-1.7	5
O=C(CSc1ncnc2c1nnn2Cc1ccc(F)cc1)NC1CCCC1	4%	-18%	2	-2%	0%	20%	6	-2.0	2
CCN(CC)CC(=O)Nn1c(C)nc2c(ncn2-c2ccccc2)c1=O	-8%	3%	10	4%	-7%	3%	3	1.2	-1
COc1cccc(C2CC(c3cccs3)=NN2C(=O)CSc2nc3c(cnn3-c3ccc(F)cc3)c(=O)[nH]2)c1OC (stereo unspecified)	?	5%	12	?	-1%	2%	1	-0.2	7
O=C(c1ccc2c(c1)OCO2)N1CCC2(CC1)Oc1ccc(F)cc1C(=O)C21CC(c2ccccc2)=NO1 (stereo unspecified)	-23%	14%	0	-9%	-1%	4%	5	-0.2	1
O=C(O)c1cn(-c2ccccc2)nc1-c1cccnc1	0%	5%	10	2%	-2%	-3%	6	0.4	·
Cn1c(CN2CCOCC2)nnc1SCc1ccc(C#N)cc1	18%	6%	10	0%	-3%	7%	-3	0.3	-7
COc1ccc(C(C(=O)Nc2ccc(C(C)C)cc2)N(C)C(=O)c2ccc(=O)[nH]c2)cc1 (stereo unspecified)	-10%	-31%	-7	27µM*	0%	7%	-2	0.2	-30
CC(Sc1nc(C(C)(C)C)cc(-c2ccccc2)c1C#N)C(=O)Nc1ccccc1 (stereo unspecified)	?	-36%	-26	12µM*	0%	-2%	-5	-0.5	-14
CCOC(=O)C1CCCN(CCc2ccccc2)C1 (stereo unspecified)	-3%	-5%	-13	-4%	-1%	0%	-9	1.1	0
CC(C)(CNC(=O)c1cccc(S(=O)(=O)NCc2ccccc2)c1)N1CCOCC1	14%	7%	27	-2%	-8%	-1%	4	-3.1	5
O=C(O)CC1Oc2ccc(Cl)cc2NC1=O (stereo unspecified)	-13%	6%	-18	-4%	-2%	7%	-1	-1.8	5
Cc1ccccc1-c1nc(CS(=O)(=O)CC(=O)NCc2ccc3c(c2)OCO3)c(C)o1	?	-1%	-13	-5%	7%	-1%	-6	-4.2	1
O=C1OCCC1Sc1nnc(-c2ccc3c(c2)OCO3)o1 (stereo unspecified)	?	8%	5	-3%	-5%	0%	2	-0.1	1
Cn1c(=O)[nH]c(=O)c2c1nc(CN1CCOCC1)n2CCc1ccccc1	3%	-4%	-12	?	3%	4%	3	-1.2	·
Nc1nc(-c2ccccc2)c(-c2ccccc2)o1	-8%	-6%	1	-1%	2%	-3%	11	3.4	0
CC1CC(C)CN(CCCNC(=O)c2ccc3nc(N4CCCCC4)sc3c2)C1 (stereo unspecified)	51%[activator]	8%	5	1%	4%	-1%	2	-1.0	-3
CCOc1ccc(NC(=O)c2cn(-c3ccc(OCC)cc3)c(=O)c3cc(OC)c(OC)cc23)cc1	6%	-11%	15	-8%	-7%	-26%	0	-2.7	3
COCCNC(=O)c1ccc2c(c1)ncn2-c1cccc(C)c1	0%	3%	-3	-6%	-1%	?	-6	-4.6	3
Cc1c(C(=O)NCc2ccc(F)cc2)sc(=O)n1Cc1ccccc1	-28%	7%[57.1 µM]	-22	8%	4%	-7%	-1	0.1	-1
O=C(NCC1CCCN1S(=O)(=O)c1cccs1)c1ccc(F)c(F)c1 (stereo unspecified)	-9%	-2%	-10	-11%	-1%	10%	-12	0.4	-2

A draw from above in order of length of the SMILES, falling.
SMILES	GLP-1R inv ag	WRN inhibitor	DRD3 antagonist	PLK1 PBD inh	GLP1R ag	GLP1R cytotox	DRD3 agonist	IL-2 act	PI5P4Ka inh
O=C(c1ccc2c(c1)OCO2)N1CCC2(CC1)Oc1ccc(F)cc1C(=O)C21CC(c2ccccc2)=NO1 (stereo unspecified)	-23%	14%	0	-9%	-1%	4%	5	-0.2	1
COc1ccc(C(C(=O)Nc2ccc(C(C)C)cc2)N(C)C(=O)c2ccc(=O)[nH]c2)cc1 (stereo unspecified)	-10%	-31%	-7	27µM*	0%	7%	-2	0.2	-30
CC1CC(C)CN(CCCNC(=O)c2ccc3nc(N4CCCCC4)sc3c2)C1 (stereo unspecified)	51%[activator]	8%	5	1%	4%	-1%	2	-1.0	-3
O=C(NCC1CCCN1S(=O)(=O)c1cccs1)c1ccc(F)c(F)c1 (stereo unspecified)	-9%	-2%	-10	-11%	-1%	10%	-12	0.4	-2
Nc1nc(-c2ccccc2)c(-c2ccccc2)o1	-8%	-6%	1	-1%	2%	-3%	11	3.4	0

(list continues)
SMILES	GLP-1R inv ag	WRN inhibitor	DRD3 antagonist	PLK1 PBD inh	GLP1R ag	GLP1R cytotox	DRD3 agonist	IL-2 act	PI5P4Ka inh
CCCc1cc(=O)oc2cc(OCC(=O)N3CCN(C(=O)C4COc5ccccc5O4)CC3)ccc12 (stereo unspecified)	?	-6%	8	-8%	-1%	-13%	0	-1.9	-1
Cc1ccc(CCNC(=O)CCCn2nc(C)c3c(C)n(-c4ccc(C)cc4)nc3c2=O)cc1	-18%&1%	15%	-6	-3%	-2%	1%&-5%	-6&1	-3.0	4
CCOc1ccc(NC(=O)COC(=O)CNC(=O)c2ccc(-c3ccccc3)cc2)cc1	-2%	-1%	6	1%	-5%	-1%	-3	0.2	1
CCOc1cccc(C(=O)Nc2nnc(-c3cccs3)s2)c1	26%	-23%	14	-6%	-6%	0%	5	2.5	-10
O=C(NC1CC2CCC(C1)N2Cc1ccccc1)c1cccc(F)c1 (stereo unspecified)	-7%	-2%	-117*	-14%	1%	-1%	-4	-3.0	-7
FC(F)(F)c1nc2nccnc2[nH]1	5%	8%	10	5%	-4%	-11%	1	1.3	-26
COc1ccccc1NC(=O)Nc1nc(CC(=O)Nc2ccc(N(C)C)cc2)cs1	?	-23%	0	-10%	-2%	-12%	1	-0.4	-7
CCOc1ccccc1OCC(=O)NC1CCSc2ccccc21 (stereo unspecified)	?	2%	34	-9%	-5%	-20%	5	-2.0	0
COc1ccc(C(=O)O/N=C(\N)c2ccccn2)c(OC)c1	?	3%	-27	-6%	-6%	?	-20	-3.8	-18
Cc1cccc(-c2ncc(CN3CCN(C4CCCC4)C(CCO)C3)cn2)c1 (stereo unspecified)	-28%	-4%	-2	1%	8%	13%	-17	1.6	2
CCc1cc2c(CN3CCN(CCO)CC3)cc(=O)oc2cc1O	9%	-13%	-3	0%	17%	·	6	1.2	·
NC(=O)CC(NC(=O)c1ccc(Br)cc1)c1ccc(N2CCC(Br)CC2)c([N+](=O)[O-])c1 (stereo unspecified)	-22%	5%	-6	-14%	3%	-10%	-16	-0.2	-23
Nn1c(N2CCCCC2)nc2ccccc21	-2%	-27%[57.1 µM]	?	-9%	-3%	-14%	-12	-1.0	1
c1ccc(COc2cccc(CN3CCN(c4ccccn4)CC3)c2)cc1	-6%	-2%	-28	-8%	6%	0%	39*	-1.2	·
O=C(COc1ccc(Br)cc1)NCc1cn2ccccc2n1	8%	-1%	-8	-7%	18%	6%	3	0.6	-3
COc1ccc(/C=N\NC(=O)c2ccc(F)cc2)cc1COc1cc(F)ccc1[N+](=O)[O-]	?	-1%[11.6 µM]	40	-7%	-16%	-1%	8	0.4	-7
C/C(CC(=O)NC(C)C)=N\NC(=O)C(c1ccccc1)c1ccccc1	14%	-7%	-20	-14%	4%	-1%	1	-2.2	2
O=C(CNC(=O)c1ccc2c(c1)OCO2)Nc1ncccc1O	21%	-10%	10	-13%	9%	0%	13	-0.4	1
Cc1ccc(S(=O)(=O)N2CCC(CN3C(=O)c4cccc5cccc(c45)C3=O)CC2)cc1	2%	-7%	16	1%	1%	-3%	14	-0.6	5
COCCNC(=O)CCCn1c(=O)c2cc(OC)c(OC)cc2n(CC(=O)NCCC2=CCCCC2)c1=O	2%	1%	2	-2%	1%	11%	2	-3.9	-5
CCC(C)(C)C1CCC(=NNC(=S)Nc2cccnc2)CC1 (stereo unspecified)	?	4%	-64*	-3%	5%	?	-13	-2.2	1
O=C(OCCn1c(=S)sc2ccccc21)c1ccccc1	-1%	-7%	-9	-4%	22%	-10%	3	-2.8	7
CC(=O)/C(=N/Nc1ccccc1[N+](=O)[O-])N1CCCc2ccccc21	10µM*	-6%	2	-1%	21%	?	-6	-3.8	25
COc1ccc(/C=N/N(C)c2cc(=O)n(C)c(=O)[nH]2)cc1OC	106%[activator]	-8%	4	-6%	?	-4%	0	0.9	-2
CC(=O)N1c2c(cc(Br)cc2S(=O)(=O)N2CCN(c3ccccc3)CC2)CC1C (stereo unspecified)	-18%	·	·	·	1%	4%	-10	·	·
CCC(CO)Oc1cc(NC(=O)c2cccc(Cl)c2)c2ncn(C(C)C)c2c1 (stereo unspecified)	17%	3%	13	3%	5%	5%	11	0.1	-4
Cc1ccc(-c2c(C)n3c4c(=O)n(C)c(=O)n(C)c4nc3n2-c2cccc(O)c2)cc1	19%	·	·	·	-5%	-5%	4	·	·
NS(=O)(=O)c1ccc(Sc2ccc3ccccc3c2)nc1	-18%	-26%	0	-22%	12%	-5%	0	1.4	3
